Bioassay records from PubChem.
12-LOX inh = ALOX12 (human) lipoxygenase inhibition | actives 1.1% (n = 580,000) | Potency, µM (top dose mostly 108 µM), for the others: at the highest dose activity change, negative = inhibition, actives largely listed as inhibitors | purified 12hLO, xylenol orange hydroperoxide absorbance | P18054; note: potency is the fitted concentration of half-maximal effect; % is set by controls: 0 for no effect and ±100 for the full control effect
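Purified human 12hLO at 150 nM in 25 mM Hepes, 0.01% Triton X-100, pH 7.0, preincubated 15 min at room temperature with compound. Reaction started with 40 uM arachidonic acid, 30 min at room temperature. Hydroperoxide measured by Fe-xylenol orange, 573/405 nm absorbance ratio.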
BAZ2B inh = blocks human BAZ2B | Q9UIF8 | AlphaScreen BAZ2B-H3K14Ac peptide displacement | Potency, µM (series often up to 114 µM), inactives show top-dose activity change, negative = inhibition, actives largely listed as inhibitors | actives 4.4% (n = 360,000) | AID 504333; note: potency is the fitted concentration of half-maximal effect; % is set by controls: 0 for no effect and ±100 for the full control effect; nearly all actives have a fitted effect of over 60% in size
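Multi-concentration screen (max 110 uM) measuring displacement of acetylated histone H3 peptide from BAZ2B by AlphaScreen, using 50 nM protein, 50 nM peptide and 10 ug/mL streptavidin donor plus Ni-chelate acceptor beads.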
JMJD2A Tudor inh = blocks the human JMJD2A Tudor domain. Potency, µM (series often up to 114 µM), for the others: at the top dose activity change, negative = inhibition, actives largely listed as inhibitors. AlphaScreen JMJD2A-Tudor / H3K4me3 peptide binding. actives 4.4% (n = 390,000). O75164; note: potency is the fitted concentration of half-maximal effect; % is set by controls: 0 for no effect and ±100 for the full control effect; nearly all actives have a fitted effect of over 50% in size
G9a block = inhibitors of human histone lysine methyltransferase G9a. Q96KQ7. G9a H3K9 monomethylation, AlphaScreen, 2 h. Potency, µM (highest dose often 102 µM), for the others: at the top dose activity, negative = inhibition, hits mostly inhibitors. actives 8.8% (n = 350,000). AID 504332; note: potency is the fitted concentration of half-maximal effect; % is set by controls: 0 for no effect and ±100 for the full control effect; nearly all actives have a fitted effect of over 75% in size
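Compounds were preincubated with 20 nM G9a for 15 min, after which biotinylated H3K9 peptide (500 nM) and SAM (20 uM) started a 2 h room-temperature reaction. Monomethylated product was quantified by antibody-based AlphaScreen chemiluminescence.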
GLS inhibitor = blocks human kidney-isoform glutaminase activity; GLS enzymatic activity, qHTS titration; Potency, µM (doses to about 45.5 µM), for inactives: at the top dose activity change, negative = inhibition, hits mostly inhibitors; actives 0.21% (n = 410,000); note: potency is the fitted concentration of half-maximal effect; % is set by controls: 0 for no effect and ±100 for the full control effect
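Glutamate formation by hKGA was monitored fluorometrically using coupled glutamate oxidase, HRP and Amplex Red. Substrate was added as 1 mM L-glutamine solution; incubation was 30 min at RT after an initial read.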
HP1b binding inh = blocks HP1-beta chromodomain binding to methylated histone tails. P83916. AlphaScreen HP1-beta / biotin-H3K9me3 peptide binding. Potency, µM (highest dose often 114 µM), for the others: at the top dose activity change, negative = inhibition, hits mostly inhibitors. actives 0.56% (n = 390,000). AID 540317; note: potency is the fitted concentration of half-maximal effect; nearly all actives have a fitted effect of over 70% in size; inactives centre near 23
Target sequence (P83916 whole entry, looked up): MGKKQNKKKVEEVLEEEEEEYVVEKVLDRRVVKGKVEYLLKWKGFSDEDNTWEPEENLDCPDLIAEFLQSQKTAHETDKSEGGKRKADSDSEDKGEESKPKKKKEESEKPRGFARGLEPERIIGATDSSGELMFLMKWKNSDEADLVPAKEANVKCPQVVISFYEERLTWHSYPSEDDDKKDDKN
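HP1-beta protein (50 nM final) preincubated 30 min at room temperature with biotinylated H3(1-18)K9me3 peptide (50 nM) in PBS pH 7.4, 0.01% Tween-20, then compound added for 30 min. AlphaScreen streptavidin donor/nickel chelate acceptor beads (10 ug/mL final), 30 min dark, luminescence read.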
RGS4 inh = blocks human RGS4-accelerated GTP hydrolysis. Transcreener GDP fluorescence polarization, RGS4-accelerated GTP hydrolysis. Potency, µM (series often up to 114 µM), for the others: at the top dose activity change, negative = inhibition, hits mostly inhibitors. actives 0.039% (n = 390,000). AID 504845; note: potency is the fitted concentration of half-maximal effect; % is set by controls: 0 for no effect and ±100 for the full control effect; nearly all actives have a fitted effect of over 75% in size; some results filed as inactive show a strong effect at the top dose
Target sequence (P49798 whole entry, looked up): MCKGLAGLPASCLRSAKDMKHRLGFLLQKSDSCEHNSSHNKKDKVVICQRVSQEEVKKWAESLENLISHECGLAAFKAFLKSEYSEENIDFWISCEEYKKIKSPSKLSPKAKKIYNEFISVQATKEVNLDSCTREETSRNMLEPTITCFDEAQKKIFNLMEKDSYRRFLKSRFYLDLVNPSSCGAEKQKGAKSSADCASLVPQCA
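MLSMR compounds (23 nl, pin-transferred) preincubated 10 min at room temperature with a 500nM (2x) first reagent, then RGS4 at 900nM (2x) plus Transcreener GDP mix added; fluorescence polarization (620/688 nm) read before and after 90 min at 30 °C.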
ERG-DNA inh = blocks human ERG Ets domain binding to DNA | P11308 | fluorescence polarization, His-ERG Ets domain / labelled DNA | Potency, µM (doses to about 76.9 µM), inactives show at the top dose FP activity, negative = inhibition, most hits filed as inhibitors | actives 0.028% (n = 370,000); active = well fitted inhibition curve with a large enough effect in the polarisation, with a control signal flat; inconclusive = small, poorly fitted or top-dose-only effect, or effect the other way, or a change in a side signal; inactive = no such curve, though single readings can be large or run the other way; the % refers to the polarisation;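 note: polarization taken with two DNA probes labelled with fluorescein and Texas red; potency is the fitted concentration of half-maximal effect; % of control where 0% means no effect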
Target sequence (P11308 whole entry, looked up, the tested form may be a part): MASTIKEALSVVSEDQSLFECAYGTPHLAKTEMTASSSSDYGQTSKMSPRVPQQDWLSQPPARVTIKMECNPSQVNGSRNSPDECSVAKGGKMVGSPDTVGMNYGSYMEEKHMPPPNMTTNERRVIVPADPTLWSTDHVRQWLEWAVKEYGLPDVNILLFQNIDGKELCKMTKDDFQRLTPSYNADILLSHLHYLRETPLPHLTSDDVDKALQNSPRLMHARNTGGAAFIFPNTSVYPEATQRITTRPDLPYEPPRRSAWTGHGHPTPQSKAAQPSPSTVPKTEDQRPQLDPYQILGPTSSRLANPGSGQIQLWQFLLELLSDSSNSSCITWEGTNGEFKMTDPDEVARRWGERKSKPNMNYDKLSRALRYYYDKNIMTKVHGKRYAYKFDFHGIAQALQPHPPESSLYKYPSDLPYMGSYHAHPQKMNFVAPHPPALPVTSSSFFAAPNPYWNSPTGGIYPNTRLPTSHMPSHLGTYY
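His-tagged ERG Ets domain (1 uM in the protein solution; 300mM KCl, 50mM Tris-HCl, 1mM EDTA, 1mM DTT, pH 7.5) received compound, then a probe mix of 5 nM fluorescein-DNA and 100nM Texas-615-DNA. Fluorescence polarization was read for both dyes.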
PI4K2A inh = blocks human PI4K2A kinase activity. Q9BTU6. purified PI4K2A, ADP-Glo luminescence, 1 h; active compounds read low. activity change, negative = inhibition, % at 76.9 µM. actives 0.13% (n = 420,000). AID 1346378; in the data active = activity change below about -50%; inconclusive = mostly about -30% to -49%;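 note: -100% = wells without enzyme as full effect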
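PI4K2A activity was measured by ADP-Glo luminescence: enzyme (4 ug/mL stock) and phosphatidylinositol (1.2 mM stock) in Tris pH 7.5/MgCl2/EGTA/Triton X-100 buffer were reacted with ATP (300 microM stock) for one hour at ambient temperature.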
Active calls of the source: *; ? = inconclusive; · = no result given; [ ] = remark or other dose. Unless noted, calls come from the whole dose curve; as a rule, active = well fitted curve in the direction sought with a large enough effect; inconclusive = small, poorly fitted or top-dose-only effect, or another doubt; inactive = no such curve, though single readings can be large; an effect the other way counts as inactive or inconclusive. An excerpt (hit frequency here may not be typical).

1. CC(C)Sc1nc2ccccc2c(=O)[nH]1
2. Cc1ccc(Cl)cc1-n1c(=O)cc(N2CCN(c3ccccc3)CC2)[nH]c1=O
3. CN(C)Cc1c(O)c(Cl)cc2c3c(c(=O)oc12)CCCC3
4. O=C(c1cccn2c(=O)c3ccccc3nc12)N1CCN(c2ccccn2)CC1
5. O=C(NCCOc1ccccc1)c1cccc2c1C(=O)c1ccc(Cl)cc1S2(=O)=O
6. O=C(NC1=NCCS1)c1sc2ccccc2c1Cl
7. CCCOC(=O)C1=C(C)N(C)C(=O)NC1c1cc2c(cc1[N+](=O)[O-])OCO2 (stereo unspecified)
8. O=C(COC(=O)[C@@H]1CCCN1C(=O)c1cccs1)Nc1cccc([N+](=O)[O-])c1
9. CCn1cc(C(=O)NCCCOC(C)C)c(=O)c2cc(S(=O)(=O)N3CCC(C)CC3)ccc21
10. COc1ccc(S(=O)(=O)N2CCCCCC2)cc1NC(=O)CN1C(=O)CNC1=O
Assay by compound	1	2	3	4	5	6	7	8	9	10
12-LOX inh	0%	-11%	-9%	-7%	2%	3%[57.4 µM]	?	-19%	-2%	?
BAZ2B inh	3%	-5%	-7%	1%	-31%	9%	?	·	-9%	·
JMJD2A Tudor inh	21%	-7%	-34%	-4%	-30%	-6%	?	-16%	18%	-1%
G9a block	6%	-2%[59 µM]	-38%[59 µM]	-28%	-5%[0.501 µM]	1%	10µM*	·	11%	·
GLS inhibitor	·	5%	1%	-3%	7%	18%	-7%	-10%	7%	-9%
HP1b binding inh	39%	2%[57 µM]	-6%	30%	12%	30%	-1%	12%[57 µM]	45%[activator]	19%
RGS4 inh	8%	3%	3%	8%	-14%	-12%	?	5%	-7%	-14%
ERG-DNA inh	-3%	0%	0%	-3%	9%	·	0%	2%	-1%	1%
PI4K2A inh	11	-1	-10	-9	-2	0	-3	3	-1	-6

In a second layout: results already given
| item | molecule | 12-LOX inh | BAZ2B inh | JMJD2A Tudor inh | G9a block | GLS inhibitor | HP1b binding inh | RGS4 inh | ERG-DNA inh | PI4K2A inh |
| --- | --- | --- | --- | --- | --- | --- | --- | --- | --- | --- |
| 9 | CCn1cc(C(=O)NCCCOC(C)C)c(=O)c2cc(S(=O)(=O)N3CCC(C)CC3)ccc21 | -2% | -9% | 18% | 11% | 7% | 45%[activator] | -7% | -1% | -1 |
| 10 | COc1ccc(S(=O)(=O)N2CCCCCC2)cc1NC(=O)CN1C(=O)CNC1=O | ? | · | -1% | · | -9% | 19% | -14% | 1% | -6 |

(listing goes on)
11. CCN(C(=O)CCS(=O)(=O)c1ccc2c(c1)CCN2C(C)=O)c1cccc(C(F)(F)F)c1
12. Cc1ccc(NS(=O)(=O)c2ccc3[nH]c(=O)ccc3c2)cc1N(C)C
13. Cc1ccc(N2CC(NC(=O)C(=O)c3c[nH]c4ccccc34)CC2=O)cc1C (stereo unspecified)
14. CCCCNC(=O)C1CCN(Cc2ccc(OCc3ccccc3)c(OC)c2)CC1
15. CCOC(=O)c1c(NC(=O)c2cc3n(n2)C(C(F)(F)F)CC(c2cccs2)N3)sc(C)c1C (stereo unspecified)
16. COc1cccc(/C=C2\CCCCC2=O)c1
17. CCc1ccccc1NC(=O)N1C2CCCC1CC(NC(C)=O)C2 (stereo unspecified)
18. COc1ccc(OC)c(S(=O)(=O)NCc2ccc3c(c2)CCN3C(=O)c2cccc(C)c2)c1
19. COc1cc(C(=O)NC2=NCCS2)cc(OC)c1OC
20. COc1ccc(OCCN2CCCC2)cc1Nc1nnc(Cl)c(Nc2ccccc2S(C)(=O)=O)n1
Assay by compound	11	12	13	14	15	16	17	18	19	20
12-LOX inh	-18%	1%	4%	?	2%	-11%	1%	-16%	?	·
BAZ2B inh	·	?	13%	?	-10%	3%	9%	-11%	4%	·
JMJD2A Tudor inh	-15%	-29%	3%	22µM*	-8%	-1%	-3%[57.1 µM]	-14%	-5%	?
G9a block	-8%[59 µM]	7%[59 µM]	1%	14µM*	1%[59 µM]	-6%	-6%[59 µM]	5%[59 µM]	14%[12.7 µM]	·
GLS inhibitor	7%	3%	-3%	5%	23%	2%	-6%	6%	0%	13%
HP1b binding inh	7%	7%[57 µM]	16%	-21%	20%	15%	57%[activator]	21%[57 µM]	6%	-1%
RGS4 inh	-12%	-7%	12%	9%	10%	12%	-11%[56.9 µM]	7%	27%	-20%
ERG-DNA inh	-4%	-5%	-10%	2%	-3%	1%	3%	-1%	-3%	7%
PI4K2A inh	2	-2	0	-1	-2	-1	0	-6	-2	-1

21. CC(=O)C(=Cc1ccc(C(=O)O)cc1)C(C)=O
22. Cc1nc2ccc(NC(=O)CCS(=O)(=O)c3ccccc3)cc2s1
23. CCN(CCn1cccn1)C(=O)C1CCC(=O)N(CC2CCCCC2)C1 (stereo unspecified)
24. CC(C)Cc1csc(NC(=O)C(C)C)c1C(=O)O
25. CCCN(CCC)S(=O)(=O)c1cccc(C(=O)N=c2sccn2C)c1
26. CC(=O)N1CCc2c(sc(NC(=O)CS(=O)(=O)c3ccc(F)cc3)c2C(N)=O)C1
27. Oc1ccc(C(=S)N2CCCCCC2)cc1
28. CCOC(=O)C1CCCN(S(=O)(=O)c2ccc(-c3cc(C)no3)s2)C1 (stereo unspecified)
29. Cc1nc2c(C)cccn2c1/C(O)=C1\C(=O)C(=O)N(CCN(C)C)C1c1ccncc1 (stereo unspecified)
30. COc1cc(OC)cc(C(=O)Nc2nnc(NC(=S)Nc3ccccc3)s2)c1
Assay by compound	21	22	23	24	25	26	27	28	29	30
12-LOX inh	-30%	-1%	-4%	0%	178%[activator]	-14%	-11%	3%	1%	·
BAZ2B inh	?	-2%	-28%	-13%	13%	-35%	-1%[57.1 µM]	-8%	?	-33%
JMJD2A Tudor inh	-3%	-14%	?	-17%	-1%	-10%	-32%	17%	?	-16%
G9a block	56µM*	1%[59 µM]	17%	35%	24%	50µM*	32µM*	-2%[0.0925 µM]	?	15%[59 µM]
GLS inhibitor	-10%	0%	7%	0%	1%	-18%	35%[activator]	12%	-2%	12%
HP1b binding inh	51%[activator]	23%	12%	26%	40%[activator]	1%	-18%	81%[activator]	33%	-11%
RGS4 inh	-1%	9%	14%[11.4 µM]	12%	-38%	-35%	0%	12%[11.4 µM]	-21%	-30%
ERG-DNA inh	-3%	13%	10%	-2%	11%	8%	0%	-5%	·	-6%
PI4K2A inh	4	3	-15	14	-2	2	3	-2	-1	-5

Another view of part of the listing above:
cpd | Structure | 12-LOX inh | BAZ2B inh | JMJD2A Tudor inh | G9a block | GLS inhibitor | HP1b binding inh | RGS4 inh | ERG-DNA inh | PI4K2A inh
28 | CCOC(=O)C1CCCN(S(=O)(=O)c2ccc(-c3cc(C)no3)s2)C1 (stereo unspecified) | 3% | -8% | 17% | -2%[0.0925 µM] | 12% | 81%[activator] | 12%[11.4 µM] | -5% | -2
26 | CC(=O)N1CCc2c(sc(NC(=O)CS(=O)(=O)c3ccc(F)cc3)c2C(N)=O)C1 | -14% | -35% | -10% | 50µM* | -18% | 1% | -35% | 8% | 2
30 | COc1cc(OC)cc(C(=O)Nc2nnc(NC(=S)Nc3ccccc3)s2)c1 | · | -33% | -16% | 15%[59 µM] | 12% | -11% | -30% | -6% | -5

Later entries
31. COc1ccc(-c2cnn3c4c(c(C)nc23)CCN4C(C)C)cc1OC
32. CCC(C)[C@H](NC(=O)c1cn(CC)c2cc3c(cc2c1=O)OCO3)C(=O)NCCCn1ccnc1 (stereo partly specified)
33. CSCc1ccc(C(=O)NC2CC(C)(C)Cc3c2cnn3-c2ccc(F)cc2)o1 (stereo unspecified)
34. C[n+]1c2n(c3ccccc31)N=C(c1ccc(Cl)cc1)CS2
35. CCOc1cc(CNc2ccc(N3CCN(C(C)=O)CC3)cc2)cc(Br)c1OC
36. C/C(=N\NC(=O)c1c[nH]c2ccccc12)c1ccc(C)s1
37. O=C(CC12CC3CC(CC(C3)C1)C2)N1CCCC1
38. CC(C)[C@H](NC(=O)N1CCn2c1nc1ccccc12)C(=O)N[C@@H](Cc1ccccc1)C(=O)O
39. CC1CC2(CC(C)(C(=O)CSc3n[nH]c(-c4ccccc4Cl)n3)OC2=O)C(=O)O1 (stereo unspecified)
40. O=C(O)CCn1c(SCCOc2ccccc2F)nc2ccccc21
Assay by compound	31	32	33	34	35	36	37	38	39	40
12-LOX inh	-15%	4%	-14%	-14%	?	0%	-7%	26%	?	0%
BAZ2B inh	-5%	-32%	-37%	4%	32µM*	-4%	17%	3%	-9%	-34%
JMJD2A Tudor inh	-13%	-21%	?	-11%	35µM*	-7%	-8%	-22%	?	5%
G9a block	?	5%	-25%[59 µM]	-16%[59 µM]	28µM*	14%	10%	?	?	-13%[59 µM]
GLS inhibitor	10%	-4%	2%	-1%	54%[activator]	6%	2%	10%	4%	6%
HP1b binding inh	34%	63%[activator]	7%	-5%	?	24%	31%	27%	38%[activator]	29%
RGS4 inh	-45%	0%	8%	?	-11%	-9%	-4%	-6%	-51%[56.9 µM]	13%
ERG-DNA inh	0%	-17%	2%	-4%	2%	-8%	·	-1%	-2%	1%
PI4K2A inh	-6	1	-3	-2	2	-6	2	1	-6	3

Along the list, quoted from above.
12-LOX inh for nos. 32 to 35: 4%, -14%, -14%, ?
